# Screening results (PubChem BioAssay)
# TDP1 cell noCPT: qHTS for Inhibitors of human tyrosyl-DNA phosphodiesterase 1 (TDP1): qHTS in cells in absence of CPT. DT40 Tdp1-/- hTDP1 cells, no CPT, ATP luminescence, 48 h. Potency, µM (highest dose often 46.2 µM), inactives show at the highest dose activity change, negative = growth inhibition, most hits filed as inhibitors. 420,000 tested, 15% active; further: nearly all actives have a fitted effect of over 55% in size
#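 Camptothecin absent (DMSO only). Human TDP1-complemented DT40 knockout cells, 400 cells/well, 37 °C for minimum 48 hr; ATP measured via CellTiter-Glo, 30 min dark incubation, luminescence.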
# TDP1 inh: qHTS Assay for Inhibitors of Tyrosyl-DNA Phosphodiesterase (TDP1) | recombinant TDP1, AlphaScreen DNA substrate cleavage | Potency, µM (series often up to 130 µM), for the others: at the highest dose activity change, negative = inhibition, most hits filed as inhibitors | 350,000 tested, 0.28% active; further: nearly all actives have a fitted effect of over 40% in size
# Target sequence (Q9NUW8 whole entry, looked up): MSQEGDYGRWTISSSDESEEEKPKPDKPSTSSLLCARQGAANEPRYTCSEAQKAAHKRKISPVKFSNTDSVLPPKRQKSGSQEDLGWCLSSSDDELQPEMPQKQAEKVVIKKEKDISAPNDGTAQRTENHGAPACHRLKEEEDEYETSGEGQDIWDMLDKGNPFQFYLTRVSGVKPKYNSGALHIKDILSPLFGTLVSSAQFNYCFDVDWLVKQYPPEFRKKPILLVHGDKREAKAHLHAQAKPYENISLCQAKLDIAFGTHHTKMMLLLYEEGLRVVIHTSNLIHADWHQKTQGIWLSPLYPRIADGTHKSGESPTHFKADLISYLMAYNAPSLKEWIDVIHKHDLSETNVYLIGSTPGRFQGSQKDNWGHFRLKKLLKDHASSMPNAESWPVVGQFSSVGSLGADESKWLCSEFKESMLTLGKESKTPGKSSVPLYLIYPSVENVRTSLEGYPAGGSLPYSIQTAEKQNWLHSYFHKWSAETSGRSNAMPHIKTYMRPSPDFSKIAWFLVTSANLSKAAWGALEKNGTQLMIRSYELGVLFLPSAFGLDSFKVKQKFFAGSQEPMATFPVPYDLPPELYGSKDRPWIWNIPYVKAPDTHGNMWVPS
#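 Compounds were preincubated with Tdp1 (1 nM final) for 15 min at room temperature before substrate (15 nM final) started a 5 min reaction; beads (10 ug/ml final) were then added for 10 min before AlphaScreen detection.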
# GCN5L2 inh: qHTS Assay for Inhibitors of GCN5L2; Histone acetyltransferase KAT2A (Homo sapiens), Q92830; GCN5L2 HAT assay, ThioGlo1 CoA-SH fluorescence; Potency, µM (series often up to 58.9 µM), for inactives: at the top dose activity change, negative = inhibition, usual class: inhibitors; 390,000 tested, 0.21% active
#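 Fluorescence readout, Ex340nm/Em540nm: ThioGlo1 (50uM final) reacts with free CoA thiol released as 20nM GCN5L2 acetylates H3(1-25) peptide (75uM) using acetyl-CoA (70uM). Compound and enzyme sat 15 min beforehand; 20 min room-temperature reaction.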
# * marks the source's active call; other numbers are inactive results; ? = inconclusive; . = not tested or not shown; [ ] = remark or other dose. The call rests on the fitted dose curve; in most records, active means well fitted curve in the direction sought with a large enough effect; inconclusive means small, poorly fitted or top-dose-only effect, or another doubt; inactive means no such curve, though single readings can be large; an effect the other way counts as inactive or inconclusive. On the % scale 0 is the no-effect control and ±100 the full control effect; potency means the concentration at half of the fitted maximal effect.
nr	Structure	TDP1 inh	TDP1 cell noCPT	GCN5L2 inh
1	Cc1cccc2c(=O)cc(C)n(Cc3ccccc3)c12	-7%	?	-1%
2	Cc1ccc(NC(=S)NC2CCN(Cc3ccccc3)CC2)c(C)c1	5%	?	1%
3	Cc1cc(C)n(Cc2ccc(C(=O)NCCC3=CCCCC3)o2)n1	-2%	?	-4%
4	O=C(CN1C(=O)C2C3C=CC(C3)C2C1=O)N1CC(=O)N(CCc2ccccc2)C(=O)C1 (stereo unspecified)	5%	-20%	1%
5	O=C(Nc1cccc2ncccc12)C12CC3CC(CC(C3)C1)C2	1%	?	-5%
6	CCCNC(=O)c1cnc2sc(N3CCCCCC3)nn2c1=O	5%	?	-10%
7	CN(C1CCS(=O)(=O)C1)S(=O)(=O)c1ccccc1[N+](=O)[O-] (stereo unspecified)	0%	?	-2%
8	O=C(NCc1ccc(Cl)cc1)C(=O)NCC(c1cccs1)S(=O)(=O)c1cccs1 (stereo unspecified)	3%	?	-7%
9	COc1ccc(C2C(C(=O)c3ccc(C)o3)=C(O)C(=O)N2c2cc(C)on2)cc1OC (stereo unspecified)	2%	-2%	-1%
10	CCc1cccc(-n2c(C)nc3c(cnn3-c3ccc(C)c(C)c3)c2=O)c1	0%	23µM*	-8%
11	CCCCN(C)C(=O)C1CCN(C/C(C)=C/c2ccccc2)CC1	-4%	-29%	1%
12	Cc1ccc(Cl)cc1N1CCN(C(=O)Cn2nc(C)n3c(cc4sccc43)c2=O)CC1	-1%	21µM*	-11%
13	NS(=O)(=O)c1ccc(NC(=S)N2CCN(Cc3ccc(Cl)c(Cl)c3)CC2)cc1	0%	?	-7%
14	CC(=O)Nc1ccc(S(=O)(=O)Nc2ccc(Cl)cn2)cc1	.	-5%	-21%
15	CC(N=c1ccccn1C(=O)Nc1ccc(F)cc1)c1ccco1 (stereo unspecified)	2%	-13%	-5%
16	O=C(NC1CCCC1)C(c1cccs1)N(Cc1ccco1)C(=O)Cn1nnc(-c2cccs2)n1 (stereo unspecified)	5%	?	-28%
17	CCOc1ccc(C2C(C(=O)c3ccc(C)o3)=C(O)C(=O)N2CCCN(CC)CC)cc1 (stereo unspecified)	.	2%	-22%
18	CCCCNC(=O)CSc1nc2cc3c(cc2c(=O)n1CCCCCC(=O)NCc1ccc2c(c1)OCO2)OCO3	3%	-7%	2%
19	Cc1ccc(NC(=O)c2cc(NC(=O)c3ccco3)ccc2N2CCOCC2)cc1Cl	8%	?	2%
20	CCc1cccc(NC(=O)C(CC(C)C)NS(=O)(=O)c2ccc3c(c2)oc(=O)n3C)c1 (stereo unspecified)	-5%	?	-9%
21	CC1=C(C(=O)Nc2ccccc2)C(c2ccc(C)o2)N2C(=O)CSC2=N1 (stereo unspecified)	2%	-15%	0%
22	COc1cc2c(cc1OC)C(c1ccc(Cl)cc1)=NCC2	.	8.2µM*	-4%
23	O=C(CCOc1ccccc1)Nc1cccc(S(=O)(=O)Nc2ccccc2Cl)c1	3%	-37%	-11%
24	NCCNC(=O)c1ncsc1-c1cccc(F)c1	-4%[56.1 µM]	?	-2%
25	CN(C)S(=O)(=O)c1ccc(Cl)c(C(=O)NNC(=O)c2ccc3c(c2)OCO3)c1	0%	?	1%
26	O=C(c1ccc(Br)o1)N(c1ccccn1)C1CCCCC1	3%	23µM*	3%
27	CNc1cc([N+](=O)[O-])ccc1N/C=C/C(=O)c1cccs1	10%	?	-9%
28	Cc1ccc2nc(SCc3ccccc3)c(C=O)c(=O)n2c1	-5%	-30%	4%
29	COc1ccc(-c2nc(CN3CCC(C(=O)NCc4ccc(F)cc4)CC3)c(C)o2)cc1OC	0%	2%	0%
30	COc1cc(C(C)=O)ccc1Oc1ncnc2c1cnn2-c1ccc(C)c(C)c1	0%	15µM*	1%

# Some entries already given, limited to GCN5L2 inh and TDP1 cell noCPT:
item | SMILES | GCN5L2 inh | TDP1 cell noCPT
10 | CCc1cccc(-n2c(C)nc3c(cnn3-c3ccc(C)c(C)c3)c2=O)c1 | -8% | 23µM*
7 | CN(C1CCS(=O)(=O)C1)S(=O)(=O)c1ccccc1[N+](=O)[O-] (stereo unspecified) | -2% | ?
8 | O=C(NCc1ccc(Cl)cc1)C(=O)NCC(c1cccs1)S(=O)(=O)c1cccs1 (stereo unspecified) | -7% | ?
20 | CCc1cccc(NC(=O)C(CC(C)C)NS(=O)(=O)c2ccc3c(c2)oc(=O)n3C)c1 (stereo unspecified) | -9% | ?
23 | O=C(CCOc1ccccc1)Nc1cccc(S(=O)(=O)Nc2ccccc2Cl)c1 | -11% | -37%
21 | CC1=C(C(=O)Nc2ccccc2)C(c2ccc(C)o2)N2C(=O)CSC2=N1 (stereo unspecified) | 0% | -15%
14 | CC(=O)Nc1ccc(S(=O)(=O)Nc2ccc(Cl)cn2)cc1 | -21% | -5%

# Additional structures.
nr	Structure	TDP1 inh	TDP1 cell noCPT	GCN5L2 inh
31	CCOc1ccccc1NC(=O)Cn1c(=O)n(CCCC(=O)NCc2ccc(C)cc2)c(=O)c2ccccc21	0%	?	-1%
32	CCOc1ccc(C(C)=O)cc1CN1C(=O)c2ccccc2S1(=O)=O	.	-10%	-5%
33	COc1ccc(S(=O)(=O)NCCc2nnc3ccc(SCC(=O)Nc4ccc(C(F)(F)F)cc4)nn23)cc1	0%	23µM*	-5%
34	COc1ccc(NCc2nnc(SCC(=O)c3ccc(OC)cc3)n2C)cc1	9%	-15%	-12%
35	CCCN(CCC)S(=O)(=O)c1cccc(C(=O)Nc2ccc3c(c2)OCO3)c1	2%	?	-6%
36	COc1ccc(NC(=O)COC(=O)C23CC4CC(CC(Cl)(C4)C2)C3)c(OC)c1	5%	4%	-12%
37	COc1ccc(NC(=O)CN(C)CC(=O)NC2CCCCC2C)cc1 (stereo unspecified)	1%	5%	-4%
38	CC(C)(C)C(=O)COC(=O)c1cc(-c2ccncc2)nc2ccccc12	5%	-14%	-8%
39	Oc1ccccc1N1CCN(c2nc(-c3cccs3)nc3ccccc23)CC1	5%	?	?
40	COc1ccc(OCC(O)CNC2CCCC2)cc1 (stereo unspecified)	.	?	-1%
41	Cc1c(NCc2ccncc2)cccc1C(=O)O	.	-7%	-4%
42	C=CCc1cccc2cc(C(=O)N(C)C)c(=O)oc12	3%	-16%	0%
43	Cc1cc(C)c(NC(=O)Cn2c(=O)n(CCc3ccccc3)c(=O)c3ccccc32)c(C)c1	-2%	21µM*	-6%
44	COc1ccc(N2CCN(c3nc(Cl)nc(Nc4ccc(F)cc4)n3)CC2)cc1	8%	18µM*	-1%
45	Cc1cc(C)nc(-n2nc(C)cc2NC(=O)C(C)C)n1	1%	-1%	-9%
46	N#C/C(=C\c1ccccc1)c1nc(-c2cc3c(ccc4ccccc43)oc2=O)cs1	-9%[12.3 µM]	2%	24%
47	O=C(Nc1ccc(Nc2ccccc2)cc1)c1cccc(F)c1	9%	18µM*	-23%
48	CCOc1ccccc1/C=N/Nc1ccccc1[N+](=O)[O-]	5%	-24%	4%
49	Cc1cc(=O)oc(C)c1C(=O)n1nc(C)c2c1C[C@@H]1[C@H]2C1(C)C	-2%	-15%	-7%
50	COc1cccc(N=c2oc3ccc(OC)cc3cc2-c2nc3ccccc3[nH]2)c1	8%	?	.
51	COc1ccc(NC(=O)CNC(c2ccccc2)c2ccccc2)cc1	.	26µM*	-2%
52	COc1cc2ccccc2cc1C(=O)Nc1ccc(C)cn1	4%[56.1 µM]	-20%	-5%
53	Nc1ncnc2sc3c(c12)CCNC3	.	15%	?
54	CCOC(=O)Cc1c(C)nc2cc(-c3ccc(Cl)cc3)[nH]n2c1=O	5%	-22%	5%
55	O=C(CSc1ncccc1C(=O)Oc1ccccc1Cl)Nc1ccccc1Cl	8%	?	-14%
56	COc1ccc(CNC(=O)C2CCN(C(=O)c3ccc(-c4ccccc4)cc3)CC2)cc1	1%	?	-8%
57	CN(C)S(=O)(=O)c1ccc(NC(=O)CN2CCN(c3ccccn3)CC2)cc1	.	-10%	-20%
58	O=C(NCc1cccnc1)c1cc(Cl)ccc1[N+](=O)[O-]	-3%	7%	-3%
59	O=C(O)Cc1c(C(=O)O)[nH]c2ccc(C(=O)O)cc12	-12%	-2%	-18%
60	CC(C)CN1C(=O)c2ccc(C(=O)Nc3ccc(O)cc3C(=O)O)cc2C1=O	.	-4%	2%
61	O=C(CSc1nccn1-c1ccc(F)cc1)Nc1nc2ccccc2s1	0%	-16%	3%
62	O=C(Nc1ccccc1)OC1C2CCC1C(N1CCCCC1)CC2 (stereo unspecified)	-3%	-22%	-4%
63	CCCCn1nc(C(=O)NCC(c2cccs2)N2CCOCC2)c2ccccc2c1=O (stereo unspecified)	1%	21µM*	-1%
64	CCOC(=O)c1sc2nc3c(cc2c1N)C(=O)CC(C)(C)C3	4%	6%	3%
65	Cc1nnc(SCC(=O)N2CC(=O)Nc3ccccc32)n1Cc1ccccc1	6%	-2%	-1%
66	CN(C)c1ccc(C(=O)/C=C/c2ccc(Br)cc2)cc1	1%	?	0%
67	O=C(COC(=O)c1ccccc1Br)NCc1cccs1	-3%	-13%	1%
68	COc1ccc(Cl)cc1NC(=O)Cc1coc2c(C)c(C)ccc12	0%	?	-9%
69	O=C(CC1(O)C(=O)N(C/C=C/c2ccccc2)c2ccccc21)c1ccccn1 (stereo unspecified)	5%	0.89µM*	-7%
70	Cc1ccc(S(=O)(=O)N2CCCC2C(=O)Nc2ccc(Br)cc2)cc1 (stereo unspecified)	-1%	15µM*	-8%
71	COc1cc(CCc2ccccc2)c(C(=O)O)c(O)c1C/C=C(/C)CCC=C(C)C	-3%[56.1 µM]	16µM*	14µM*
72	N#Cc1ccc(C(=O)NC2=NCCS2)cc1	.	-2%	4%
73	COc1ccccc1C(=O)NNC(=O)c1cccc(C)c1	.	?	-14%
74	N#Cc1cc2c(nc1SCC(=O)NCc1ccc3c(c1)OCO3)CCCCC2	-4%	-12%	-1%
75	COc1cccc(NC(=O)CCC(=O)Nc2ccc3nc(N4CCOCC4)cc(C)c3c2)c1	-2%	15µM*	-3%
76	Cc1ccc(C(C(=O)NC2CCCC2)N(C(=O)Cc2cccs2)c2ccc(C)c(C)c2)o1 (stereo unspecified)	3%	22µM*	-8%
77	N#Cc1nc(-c2ccccc2F)oc1NCc1cccc2c1OCO2	3%	-11%	-4%
78	O=c1c2sccc2n(Cc2cc(=O)n3ccccc3n2)c(=O)n1-c1ccccc1	2%	?	-3%
79	O=S(=O)(Nc1cccc(S(=O)(=O)N2CCOCC2)c1)c1ccc2c(c1)OCCO2	11%	-14%	-2%
80	CCc1ccc(NC(=O)[C@H](C)NC(=O)C2CCN(C(=O)[C@@H](NC(=O)OC(C)(C)C)C(C)C)CC2)cc1	.	-19%	-14%
81	CCC(C)(C)NC(=O)CN(Cc1cccs1)C(=O)C(=O)Nc1ccc2c(c1)OCCO2	6%	?	-1%
82	Cc1ccc(S(=O)(=O)c2cc3ccccc3nc2N)cc1	-2%	-23%	-12%
83	CCOCCCNC(=O)C1CCN(S(=O)(=O)c2cc(Br)cc3c2N(C(=O)CC)CC3)CC1	5%[0.0935 µM]	-23%	-1%
84	CN(CC(=O)Nc1cc(S(=O)(=O)N2CCOCC2)ccc1Cl)C1CCS(=O)(=O)C1 (stereo unspecified)	3%	?	-5%
85	CN1C(=O)C2(c3ccccc31)c1c(oc3ccccc3c1=O)C(=O)N2CCO (stereo unspecified)	.	-25%	-3%
86	COCc1cc(=O)[nH]c(Cc2c(Cl)cccc2Cl)n1	.	10%	-13%
87	COc1ccc(S(=O)(=O)NC(C)C(=O)Nc2ccccc2)cc1Cl (stereo unspecified)	5%	2%	-1%
88	COCCCN1C(=O)C(=O)/C(=C(/O)c2ccc(OCC(C)C)cc2C)C1c1cccnc1 (stereo unspecified)	6%	-1%	-5%
89	CC(C)(CNC(=O)c1ccc(-c2ccccc2Cl)o1)N1CCOCC1	1%[0.505 µM]	?	-8%
90	CCCCCCn1c(SCC(=O)c2ccccc2)nc2c1c(=O)[nH]c(=O)n2C	8%	?	-3%

# Entries by screen from above.
# Nos. 11 to 20 in GCN5L2 inh: 1%, -11%, -7%, -21%, -5%, -28%, -22%, 2%, 2%, -9%
# Nos. 11 to 20 in TDP1 cell noCPT: -29%, 21µM*, ?, -5%, -13%, ?, 2%, -7%, ?, ?

# (next part)
nr	Structure	TDP1 inh	TDP1 cell noCPT	GCN5L2 inh
91	CCOc1ccccc1CNS(=O)(=O)c1ccc2[nH]c(=O)ccc2c1	5%	?	2%
92	N#Cc1cccc(NC(=O)CN2CCCCCC2)c1	.	12%	-3%
93	CCN1CCN(c2ccc(NC(=O)c3cnccn3)cc2)CC1	3%	.	1%
94	NC1CCN(c2c(F)cc3c(=O)c(C(=O)O)cn(C4CC4)c3c2Cl)C1 (stereo unspecified)	0%	6.5µM*	-14%
95	CC(NC(=O)CN1C(=O)NC2(CCCCC2C)C1=O)c1ccccc1 (stereo unspecified)	1%	3%	-1%
96	COc1ccc(Cl)cc1Nc1nc(C)cc(C)c1C(N)=O	-2%[56.1 µM]	-5%	-2%

# Not all compounds are listed. The share of hits here may be higher or lower than overall.
